WT yeast gro inh – growth inhibition of WT strain, primary screen, mitochondrial fusion inhibitor project, WT and mutant strains, chemical genetic; mitochondrial fusion phenotypic screen; 2.1% of 190,000 active; AID 1362, 2008; inhibition, % at 10 µM; in the data active means inhibition above about 58%; tested in S. cerevisiae
HIV fusion peptide – inhibitors of HIV fusion peptide binding, primary screen, biochemical, uHTS, fluorescence dequenching (AID 1986). 0.3% of 290,000 active. one-dose inhibition, % at 20 µM; IC50 in µM for titrated hits. cell-free peptide binding, fluorescence dequenching, 30 min; higher % means a stronger effect; in the data active means inhibition mostly above about 52%, no sharp cut-off; inactive means mostly below about 76%; further: some results filed as inactive read as strong as hits
Dynein transport – inhibitors of GR-EGFP nuclear translocation, primary screen, dynein cargo transport inhibitor project, imaging, high-content, 3617.4 mouse cells | 0.47% of 220,000 active | z-score, hits read low | AID 1381, 2008 | test concentration mostly 20 µM; stimulated with dexamethasone, 1 µM; active compounds read low;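 active means plate z-score of nuclear minus cytoplasmic receptor signal below a set negative limit, without overly bright fluorescence or cell loss, cut at about -3.5 in these data, passing the limit was not always enough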;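 further: z-score of nuclear minus cytoplasmic ring GR-EGFP intensity difference per well; some compounds called inactive have numbers as strong as hits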
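Buffer or medium – tet-free medium with charcoal-stripped serum · Signal – automated 10x imaging of fixed Hoechst-stained cells · Also added – dexamethasone agonist, 1.0 µM final, for 30 min · Incubation – induction 48 h, compound 1 h, agonist 30 min · Read-out – GR-EGFP nuclear translocation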
Ins promoter up – insulin promoter activators in MIN6 cells, imaging, high-content screening, mouse beta cells; MIN6 insulin promoter-GFP reporter; active compounds read high; z-score at 5 µM; 0.3% of 190,000 active;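 active means z-score above 3 at 5 µM with at least 500 cells counted in the well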
AID2073 – inhibitors of Mint1-CaV2.2 protein interaction, biochemical, HTRF (AID 2073) | Voltage-dependent N-type calcium channel subunit alpha-1B (Homo sapiens) | HTRF protein-protein interaction, Mint1-CaV2.2; higher % means a stronger effect | inhibition, % at 20 µM, or IC50 in µM where a hit was titrated | 0.19% of 290,000 active; in the data active means inhibition mostly above about 51%, no sharp cut-off; further: some results filed as inactive read as strong as hits
b-catenin transl – modulators of beta-catenin nuclear translocation, primary screen, imaging, HeLa cells, immunofluorescence, high-content | nuclear translocation activity, % at 5 µM | 0.3% of 190,000 active | AID 1665, 2009;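 active means nuclear translocation activity above 50% at 5 µM, with a well cell count of 50 or more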;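 further: per-cell ratio of nuclear to cytoplasmic median beta-catenin stain intensity; plate controls were DMSO negative control for no effect and GSK-3 inhibitor IX positive control for full effect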
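assay system = human HeLa cells, endogenous beta-catenin | times = compound treatment 24 h, 37°C, 5% CO2 | detection = Anti-beta-catenin immunofluorescence on PFA-fixed, Triton-permeabilized cells, DAPI nuclei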
Autophagy mod – autophagy modulators in MEF cells, primary screen, imaging, high-content, MEF GFP-LC3. calls only at 10 µM (by protocol). AID 463193, 2010. MEF GFP-LC3 puncta imaging; test concentration mostly 10 µM. 0.98% of 190,000 active;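 active means percentage of spot-positive cells more than 3 SD above its plate mean, without a fluorescence outlier flag or 80% toxicity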;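 further: spot-positive cell cutoff set from DMSO-treated cells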
Yfh1-depleted yeast – enhancers of respiration in Yfh1-depleted yeast, dose response, Friedreich's ataxia, plus single-dose screen (AID 1465); one-dose fold induction at 50 µM; EC50 in µM for titrated hits; 0.074% of 220,000 active; S. cerevisiae Yfh1-off respiration, WST-1 reduction, 72 h; higher fold induction means a stronger effect;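 active means fold induction of absorbance versus untreated yeast above a set limit, then at least 30% activation at any dose in follow-up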;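 further: activators that raise dye reduction in frataxin-depleted yeast; strong numbers were not always called active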
MT stabilizer – microtubule stabilizers in HeLa cells, primary screen, imaging, high-content imaging; % tubulin-high responders, % at 10 µM; HeLa tubulin immunostaining HCS, 24 h; share of cells brighter than vehicle mean+2SD; AID 2205, 2009; 0.83% of 200,000 active;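 active means plate Z-score above 3 for both tubulin-high and condensed-nucleus cell shares, with cell loss under 80%, at 10 µM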;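 further: anti alpha tubulin signal scored within the nucleus-defined area of each cell; some results filed as inactive read as strong as hits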
WT yeast gro inh mutant strain – further read-out of WT yeast gro inh, marked with its call; inhibition, %; mitochondrial fusion phenotypic screen, mutant strain inhibition
Dynein transport cytoplasmic EGFP – further read-out of Dynein transport, marked with its call; z-score; measured here: cytoplasmic GR-EGFP intensity; active compounds read high
Dynein transport nuclear GR-EGFP – also measured in Dynein transport; calls as there; z-score; measured here: nuclear GR-EGFP intensity;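 lower value marks the stronger effect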
Dynein transport cell count – also measured in Dynein transport; calls as there; z-score; measured here: cell count per field
Ins promoter up cell count – second read-out of Ins promoter up, no call of its own (marks repeat the call); cell count; measured here: cytotoxicity, nuclei count;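 total cells summed across four imaged fields per well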
b-catenin transl cell count 5 µM – second read-out of b-catenin transl, no call of its own (marks repeat the call); cell count; measured here: cell count, cytotoxicity flag
MT stabilizer Hoechst-high % – recorded beside MT stabilizer, whose call it bears; % Hoechst-high responders; measured here: nuclear condensation Hoechst responders;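 share of cells brighter than vehicle mean plus two SD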
MT stabilizer cytotoxicity % – second read-out of MT stabilizer, no call of its own (marks repeat the call); toxicity, %; measured here: cytotoxicity by cell density;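 0% = mean cell density of plate MIN control wells and 100% = no cells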
Autophagy mod cell loss 18 h – also measured in Autophagy mod; calls as there; toxicity, %; measured here: cell loss, nuclei count;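 cell loss after 18 h compound exposure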
Active calls of the source: *; i = inactive; . = not tested or not shown; + = active, no number. This is a subset; rates above refer to the full screens.

SMILES,WT yeast gro inh,WT yeast gro inh mutant strain,HIV fusion peptide,Dynein transport,Dynein transport cytoplasmic EGFP,Dynein transport nuclear GR-EGFP,Dynein transport cell count,Ins promoter up,Ins promoter up cell count,AID2073,b-catenin transl,b-catenin transl cell count 5 µM,Autophagy mod,Autophagy mod cell loss 18 h,Yfh1-depleted yeast,MT stabilizer,MT stabilizer Hoechst-high %,MT stabilizer cytotoxicity %
CC(=O)N1CN2CN(C(C)=O)CC(C(=O)c3ccc([N+](=O)[O-])cc3)(C2)C1,-5.2,-1.2,-0.9%,-0.799,-0.309,-0.58,1.08,-0.69,1368,-10.4%,-0.9,1087,i,3.6,i,2.3,1.4,2.0
COc1cc2[nH]c(=O)n(-c3cccc(Cl)c3)c(=O)c2cc1OC,9.5,-9.3,0.6%,1.44,-0.181,1.17,-1.65,-0.59,1312,3.6%,.,.,i,-4.7,i,2.6,1.0,3.5
O=C(/C=C/c1c[nH]c2ccccc12)c1c(O)n(CCc2ccccc2)c(=O)[nH]c1=O,.,.,148.1%,0.201,3.27,0.701,-0.122,.,.,-4.0%,3.7,964,.,.,i,.,.,.
Cn1c(O)c(C=Nc2ccccc2Sc2ccccc2)c(=O)n(C)c1=O,-6.5,-19.9,11.1%,-0.51,-0.261,-0.383,0.411,0.51,1449,7.6%,-2.7,960,i,-1.7,i,3.3,2.7,2.5
Cc1cnn(C2CCN(C)CC2)c1N,14.9,-12.7,-3.4%,0.788,0.521,0.929,-0.398,.,.,-4.1%,-1.4,1087,i,1.4,i,2.3,0.4,15.7
CCOP(=O)(OCC)C(NC(=O)CN1C(=O)c2ccccc2S1(=O)=O)C(Cl)(Cl)Cl (stereo not drawn),-8.3,-1.3,-0.1%,-0.671,-0.01,-0.422,-0.365,-0.07,1318,0.4%,.,.,i,0.9,i,1.7,3.3,7.9
C=CCN1CC[C@]23c4c5ccc(O)c4O[C@H]2C(=O)CC[C@@]3(O)[C@H]1C5,-6.7,1.2,-3.4%,-0.348,-0.288,0.00884,0.0786,.,.,11.6%,0.1,1073,i,6.9,i,3.6,1.6,6.0
Cc1nc2ccccc2c(=O)n1-c1cccc(O)c1,0.4,-1.5,-0.4%,-0.452,-0.157,-0.243,-0.194,0.91,1248,3.1%,3.3,1129,i,2.5,i,3.0,2.5,4.5
CCc1c(C)nc(N)nc1N1N=C1SC,7.8,16.4,-1.1%,-0.517,-0.256,-0.0784,-0.0319,1.87,940,-5.7%,.,.,i,5.6,i,2.6,1.9,7.1
COc1ccc(N2C(=O)/C(=C/c3cccs3)C(=O)NC2=S)cc1,.,.,15.2%,-3.41,0.56,-1.27,0.748,-0.93,914,30.4%,2.5,996,.,.,i,.,.,.
Clc1ccc(C2NCCc3[nH]cnc32)cc1 (stereo not drawn),6.5,-0.9,-0.6%,-0.209,-0.182,-0.0344,-0.128,-0.37,1449,-0.8%,-0.5,1133,i,-3.9,i,2.2,3.5,5.8
Cn1c(O)c(C=NCCCCCCCCCCC(=O)O)c(=O)n(C)c1=O,.,.,0.6%,0.152,-0.211,0.584,-0.867,-0.35,1152,9.0%,0.2,1321,.,.,i,.,.,.
CC1=C(C(=O)Nc2ccccc2)SCCO1,14.8,1.9,-0.3%,-1.27,0.0911,-1.03,1.15,-0.13,1197,-4.3%,0.3,1181,i,-4.3,i,4.3,2.6,6.0
Fc1ccc(CNCCc2ccccc2F)cc1,-6.4,18.8,-0.1%,1.54,0.382,0.982,-1.39,-0.13,1361,-3.1%,0.1,903,i,-3.3,i,2.2,2.2,6.8
O=C(c1cn(Cc2ccccc2)c2ccccc12)C1CC1,-5.5,-1.6,-1.1%,-0.65,-0.268,-0.241,1.02,0.57,1272,23.5%,0.4,1082,i,7.7,i,1.5,1.5,6.6
COc1cccc(C2=NOC(C(=O)N3CCC4(CC3)OCCO4)C2)c1 (stereo not drawn),19.6,-8.0,14.3%,-0.994,-0.151,-0.302,0.643,-0.42,1240,-3.8%,0.8,1420,i,-6.5,i,1.9,1.3,10.1
NC(N)=N/N=C/c1ccc(N2CCOCC2)cc1,12.4,9.0,-0.3%,1.73,-0.117,1.46,-1.28,-0.85,1288,28.4%,1.6,1144,i,23.8,i,10.1*,10.0*,17.8*
CC(=O)c1cccc(NC2=NCC(C)S2)c1 (stereo not drawn),7.2,1.3,1.8%,0.112,-0.185,0.0998,0.0757,-1,543,11.0%,.,.,i,12.9,i,6.2,2.3,4.6
O=C1NC(=O)N(CCc2ccc(F)cc2)C(=O)/C1=C/c1cccs1,1.6,-1.0,2.6%,-0.125,-0.213,0.064,-0.267,.,.,35.1%,-1.0,609,i,23.3,i,2.7,2.0,6.9
O=C(CCCCCn1c(=S)[nH]c2ccccc2c1=O)N1CCC2(CC1)OCCO2,-2.9,-13.8,-0.4%,2.73,-0.0905,1.58,-1.88,-0.15,1465,-65.4%,-2.8,870,i,2.0,i,6.4,1.9,0.2
OCC[N+]12CCC(CC1)C(C(O)(c1ccccc1)c1ccccc1)C2 (stereo not drawn),.,.,-1.3%,-0.16,-0.226,0.388,0.0661,0.49,1016,-1.3%,-0.8,1367,.,.,i,.,.,.
COCCN1C(=O)NC(=O)/C(=C\c2ccc(F)cc2)C1=O,-21.8,0.0,3.0%,-0.679,-0.00452,-0.282,0.565,0.43,1611,3.9%,-3.0,1053,i,3.6,i,2.0,2.9,3.7
O=P(Oc1ccccc1)(Oc1ccccc1)c1ccccc1,.,.,-0.1%,0.455,-0.273,0.209,0.156,-0.08,1516,-8.6%,-1.3,1149,.,.,i,.,.,.
O=C(C[N+]12CCN(CC1)CC2)NCCc1ccc(Cl)cc1Cl,15.6,-17.5,-1.3%,-1.23,-0.159,-0.759,0.197,1.75,1107,-9.4%,-4.6,1104,i,-8.4,i,2.2,2.6,2.2
Cn1cc(C(=O)NCc2ccccc2)c2ccccc21,-27.4,0.0,0.2%,0.732,-0.187,0.632,-0.158,0.09,1349,3.2%,-1.0,1084,i,14.2,i,4.8,2.7,2.0
Cc1ccc(N2C(=O)CC(=O)NC2=O)cc1,18.3,4.0,31.1%,-0.288,-0.232,-0.196,-0.929,-0.23,1239,-4.0%,0.5,1189,i,-4.0,i,3.2,2.7,6.6
O=C(O)C1C2CCC(O2)C1C(=O)Nc1ccc(Cl)cc1 (stereo not drawn),3.7,12.4,-0.3%,0.16,-0.318,-0.0861,0.25,0.35,1403,-13.5%,0.0,1535,i,0.5,i,1.6,2.5,9.1
O=[As](O)(O)c1ccc(N=Nc2ccc(O)cc2)cc1,.,.,0.8%,-0.235,-0.183,-0.279,-0.275,-0.13,1408,15.6%,-1.2,1164,.,.,i,.,.,.
COc1ccc(S(=O)(=O)N2CC3CC(C2)c2cccc(=O)n2C3)cc1 (stereo not drawn),-6.2,5.8,0.5%,-0.132,-0.219,-0.154,0.185,0.57,1450,5.6%,0.0,1074,i,10.3,i,1.5,2.8,7.7
O=c1c2ccccc2nc(-c2ccccc2)n1-n1cccc1,7.1,7.1,-1.7%,0.266,-0.173,0.152,0.148,1.03,1474,-2.5%,-4.9,925,i,8.1,i,1.6,1.8,9.8
COc1ccc(NC(=O)c2cc([N+](=O)[O-])ccc2N2CCNCC2)cc1,3.1,2.5,-1.3%,1.7,-0.277,0.341,-0.0588,-0.74,1379,-7.6%,-0.6,1455,+,.,i,4.3,1.1,16.1
Cn1c(O)c(C=NCCN2CCNCC2)c(=O)[nH]c1=O,.,.,-0.5%,-0.317,-0.247,0.289,-0.0326,1.69,953,17.0%,-0.8,1322,.,.,i,.,.,.
COC(=O)[C@@H](N)CCCN=C(N)N[N+](=O)[O-],.,.,0.1%,-0.541,-0.77,0.0372,-0.0741,2.07,608,5.8%,-1.1,1126,.,.,i,.,.,.
O=c1c2ccccc2nc(CSc2ncnc3nc[nH]c23)n1-c1ccccc1,20.5,6.5,-1.0%,0.00114,-0.123,0.252,0.66,0.21,1304,-5.4%,.,.,i,-5.9,i,1.5,1.6,3.8
COCCCNC(=O)c1c(N)n(Cc2ccco2)c2nc3ccccc3nc12,.,.,45.3%,-0.556,-0.234,-0.243,0.129,0.34,1008,55.2%,0.5,1313,.,.,i,.,.,.
COCCNC(=O)c1c(NC(=O)c2ccco2)n(Cc2ccccc2)c2nc3ccccc3nc12,-28.7,-36.4,8.8%,0.128,-0.221,0.199,0.177,-0.14,903,23.9%,-1.0,1040,i,12.6,i,5.1,0.7,6.4

Screens as filed in PubChem BioAssay.
